Screening results: PubChem, several laboratories
S1P4 ag = human S1P4 receptor agonism. AID 1509. activation, % at 4.98 µM. O95977. hit rate 0.35% among 220,000. S1P4-expressing cell line, agonist reporter assay; in the data active = activation above about 11%;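 note: 0% = DMSO vehicle and 100% = reference agonist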
Ba/F3 V617F tox = loss of viability in JAK2V617F-driven Ba/F3 cells; Ba/F3 EpoR-JAK2V617F viability, ATP luminescence; inhibition, % at 5.6 µM; hit rate 1.1% among 220,000; AID 1446;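 active = inhibition above the campaign mean plus 3 SD over all tested compounds, cut at about 24% in these data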;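 note: cytokine-independent growth of Ba/F3 cells driven by EpoR plus mutant JAK2; 0% = DMSO-treated cells and 100% = JAK inhibitor I control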
S1P4 antag = antagonists of human S1P4 receptor; AID 1510; hit rate 0.26% among 220,000; S1P4-expressing cells, antagonist mode, reporter read-out; O95977; inhibition, % at 4.98 µM; in the data active = inhibition above about 29%;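 note: 0% = wells stimulated with agonist and 100% = vehicle wells without agonist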
TRPML3 ag = agonists of human TRPML3 channel | activation, % at 3 µM | Q8TDD5 | HEK293 TRPML3-YFP, Fluo-8 calcium fluorescence; 100% = the carbachol control signal | hit rate 0.29% among 220,000 | AID 1448;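 active = activation above its plate's cutoff, the mean activation of the plate's test wells plus 3 SD, cut at about 12% in these data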;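 note: 0% = DMSO only wells and 100% = carbachol wells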
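Material: TRPML3-YFP stable HEK293 cells | Dosing: One concentration, 3 µM nominal, 0.3% DMSO | Timing: 125 s total fluorescence read per well | Technique: Fluo-8 calcium dye fluorescence, ex 470-495, em 515-575 nm | Measure: Percent activation from peak-to-basal fluorescence ratio, scaled between DMSO and carbachol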
PERK inh = blocks human PERK kinase; AID 1416; hit rate 0.17% among 220,000; CHO PERK-DD fusion, SEAP luminescence translation reporter; Q9NZJ5; inhibition, % at 5.6 µM;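 active = inhibition above the mean inhibition of all tested compounds plus 3 SD, set separately per screening campaign, cut at about 2.9% in these data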;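 note: PERK kinase domain activated by AP20187 dimerizer at 100 nM; 0% = DMSO with dimerizer and 100% = rapamycin at 8.4 µM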
Target sequence (Q9NZJ5 whole entry, looked up, the tested form may be a part): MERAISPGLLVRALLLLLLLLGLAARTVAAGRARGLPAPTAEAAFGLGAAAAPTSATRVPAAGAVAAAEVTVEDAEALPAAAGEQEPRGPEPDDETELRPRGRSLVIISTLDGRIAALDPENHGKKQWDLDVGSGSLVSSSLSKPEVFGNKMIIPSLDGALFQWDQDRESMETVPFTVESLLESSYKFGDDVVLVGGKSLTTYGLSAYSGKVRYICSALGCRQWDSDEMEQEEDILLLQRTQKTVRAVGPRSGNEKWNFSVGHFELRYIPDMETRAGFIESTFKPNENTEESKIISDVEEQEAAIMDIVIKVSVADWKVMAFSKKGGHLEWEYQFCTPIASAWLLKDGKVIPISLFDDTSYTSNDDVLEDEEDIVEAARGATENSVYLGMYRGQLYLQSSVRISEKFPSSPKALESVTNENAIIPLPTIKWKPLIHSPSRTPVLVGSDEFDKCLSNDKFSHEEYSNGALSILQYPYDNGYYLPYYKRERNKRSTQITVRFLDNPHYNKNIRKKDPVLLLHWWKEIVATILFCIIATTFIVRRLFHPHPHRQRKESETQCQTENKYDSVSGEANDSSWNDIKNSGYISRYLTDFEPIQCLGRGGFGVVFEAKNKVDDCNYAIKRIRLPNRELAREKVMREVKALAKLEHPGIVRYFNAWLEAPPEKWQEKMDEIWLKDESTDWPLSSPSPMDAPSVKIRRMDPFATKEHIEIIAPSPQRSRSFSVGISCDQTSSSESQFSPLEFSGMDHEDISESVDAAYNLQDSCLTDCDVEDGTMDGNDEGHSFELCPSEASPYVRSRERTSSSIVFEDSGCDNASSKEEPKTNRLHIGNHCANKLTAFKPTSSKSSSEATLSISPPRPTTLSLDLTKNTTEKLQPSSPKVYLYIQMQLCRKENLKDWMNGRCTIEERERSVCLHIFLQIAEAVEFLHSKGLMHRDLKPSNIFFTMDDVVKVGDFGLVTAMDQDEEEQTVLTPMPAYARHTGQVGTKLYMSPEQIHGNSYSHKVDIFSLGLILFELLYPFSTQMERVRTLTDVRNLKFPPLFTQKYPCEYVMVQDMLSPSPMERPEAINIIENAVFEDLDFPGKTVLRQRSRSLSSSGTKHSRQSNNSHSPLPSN
EP2 modulator = modulates human prostaglandin E2 receptor EP2 signaling; EP2-expressing cells, cAMP HTRF FRET, PGE2 co-stimulation; induction, % at 25 µM; hit rate 0.83% among 260,000; P43116;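 active = compounds whose cAMP rise, as percent of the full-agonist control response, exceeds 60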;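 note: rat C6 glioma line stably carrying human EP2 under a CMV promoter; the protocol text gives 20 µM as final concentration; 100% = response of wells given 1 µM PGE2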
Calpain2 inh = inhibitors of pig calpain II; purified calpain II, fluorogenic peptide substrate, 30 min; inhibition, % at 16 µM; hit rate 0.37% among 220,000; AID 1236;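 active = inhibition above about 50%, limit read from the data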
TRPN1 ag = agonists of zebrafish TRPN1 channel; HEK293 zebrafish TRPN1-YFP, Fluo-8 calcium fluorescence; 100% = response to 87 µM carbachol; activation, % at 3 µM; hit rate 0.18% among 220,000; AID 1424;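 active = activation above its plate's cutoff, the mean activation of test wells on that plate plus 3 SD, cut at about 19% in these data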;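 note: 0% = DMSO alone and 100% = 87 µM carbachol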
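Control set: carbachol 87 µM as high control, DMSO as low control; system: HEK293 stable line with zebrafish TRPN1-YFP; read-out: % activation versus carbachol response; detection: intracellular calcium fluorescence with Fluo-8; doses: single test compound dose, 3 µM nominal, 0.3% DMSO; schedule: dye 1 h 37 °C plus 30 min RT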
BaF3 parental = parental Ba/F3 viability inhibition as JAK2V617F counter-screen; CellTiter-Glo ATP luminescence; inhibition, % at 5.6 µM; hit rate 1.1% among 220,000; AID 1486;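 active = inhibition above a per-campaign cutoff, the mean inhibition of all tested compounds plus 3 SD, cut at about 27% in these data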;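 note: 0% = DMSO wells and 100% = JAK Inhibitor I control wells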
Starred values were filed as active, the others as inactive; i = inactive; / = not tested or not shown; & = joins results of further samples. Random draw from the library; 3.6% or so of the library scored in one or more.

no.	Structure	BaF3 parental	S1P4 antag	EP2 modulator	TRPML3 ag	PERK inh	Ba/F3 V617F tox	TRPN1 ag	S1P4 ag	Calpain2 inh
1	O=C(NCCN1CCCCC1)Nc1ccccc1	0	-2	21	0.7	-0.8	2	2.1	0.5	8
2	COc1ccc(-c2cc(C(=O)N3CCCc4ccccc43)no2)cc1OC	2	-10	-36	-0.5	-0.8	1	-1.1	0.1	4
3	O=C(Nc1ccccc1)N1CCCc2ccccc21	-1	0	31&37	0.3	0.3	-3	0.6	1.3	13
4	Cc1nnc(NC(=O)c2ccc(S(=O)(=O)C(F)F)cc2)s1	0	1	-11	0.6	1.5	-2	0.6	0.0	-10
5	Cc1cc(C)cc(Nc2c(F)c(F)c(F)c(F)c2C(=O)O)c1	3	-13	25	0.0	0.7	-1	1.0	0.1	-13
6	COC1=NS(=O)(=O)c2ccccc21	7	-9	4	1.1	0.5	2	0.7	-3.7	-5
7	CCCCn1c(NC(C)=O)c(C#N)c2nc3ccccc3nc21	5	-10	34	1.0	-0.9	0	1.0	0.4	i
8	O=C(NC(NC(=S)N1CCOCC1)C(Cl)(Cl)Cl)c1ccc(Cl)cc1 (stereo not given)	-1	-24	-4	0.0	0.9	30*	-0.6	0.5	0

The closing four entries of the part before are carried over, then new ones follow.
no.	Structure	BaF3 parental	S1P4 antag	EP2 modulator	TRPML3 ag	PERK inh	Ba/F3 V617F tox	TRPN1 ag	S1P4 ag	Calpain2 inh
5	Cc1cc(C)cc(Nc2c(F)c(F)c(F)c(F)c2C(=O)O)c1	3	-13	25	0.0	0.7	-1	1.0	0.1	-13
6	COC1=NS(=O)(=O)c2ccccc21	7	-9	4	1.1	0.5	2	0.7	-3.7	-5
7	CCCCn1c(NC(C)=O)c(C#N)c2nc3ccccc3nc21	5	-10	34	1.0	-0.9	0	1.0	0.4	i
8	O=C(NC(NC(=S)N1CCOCC1)C(Cl)(Cl)Cl)c1ccc(Cl)cc1 (stereo not given)	-1	-24	-4	0.0	0.9	30*	-0.6	0.5	0
9	CC(=O)N1CCN=C1SCc1ccccc1Cl	-1	-8	-1	-0.2	0.9	-5	0.8	-0.1	-4
10	N#Cc1c(NC(=O)CSc2nc(N)cc(=O)[nH]2)sc2c1CCCCCC2	5	-11	23	-0.1	0.1	0	0.7	1.8	-54
11	Cc1ccn2cc(C(=O)Nc3ccc4c(c3)OCCO4)nc2c1	-1	22	14	0.4	0.1	0	1.9	-2.2	-13
12	COc1ccc2c(c1OC)C(=O)N(c1ccc(O)cc1)C2=O	1	-4	14	1.3	0.4	2	1.6	0.7	-2
13	COCCNc1ccc(N2C(=O)CCCC2=O)cc1[N+](=O)[O-]	0	-9	-9	0.0	-0.3	3	2.1	-0.3	31
14	COc1ccc(NC(=O)COc2ccc(CNCCCN3CCOCC3)cc2OC)cc1	3	-3	21	0.3	0.1	1	-1.4	1.0	-25
15	C=CCn1cnc2scc(-c3ccc(CC)cc3)c2c1=O	6	8	-22&19	-0.2	0.3	2	-1.6	0.0	21
16	CCn1c2ccccc2c2cc(/C=N/n3c(-c4cc(C)[nH]n4)n[nH]c3=S)ccc21	-1	-14	27	0.1	-0.2	-2	-2.1	-0.1	0
17	Cc1ccc(C2=NOC3(CC(=O)N(c4ccc(C)cc4)C3=O)C2)cc1 (stereo not given)	-1	2	34	1.5	1.3	1	3.1	-1.7	-16
18	CC(NC(=O)CSc1ncccn1)c1ccccc1 (stereo not given)	0	12	17	1.1	1.8	-2	-0.7	-0.2	21
19	c1ccc(N2CCN(c3nc4ccccc4[nH]3)CC2)nc1	-1	-6	-47	0.2	0.0	-4	-0.4	-0.1	-13
20	O=C(NC(=O)c1ccncc1)NC(c1ccccc1)c1ccccc1	-2	-19	20	-0.7	-0.2	-2	-0.2	0.6	16
21	CN1CCN(CC(=O)Nc2ccccc2Sc2ccccc2)CC1	2	-9	28	1.1	-0.6	0	-0.3	-0.7	1
22	O=C(NCC(=O)N(Cc1cccs1)C(C(=O)NC1CCCC1)c1ccco1)c1cccs1 (stereo not given)	5	-4	12	1.5	-0.6	5	1.7	1.7	2
23	Cc1ccc(NC(=O)Cn2c(=O)n(CCCC(=O)NCc3ccco3)c(=O)c3ccccc32)cc1	3	-11	0	0.7	0.4	2	0.8	1.6	-4
24	CCOc1ccccc1C=Nc1ccccc1C(=O)Nc1ccccc1	4	-6	41	0.5	0.0	2	-0.9	3.4	-427
25	N#Cc1cn(CCCOc2ccccc2)c2ccccc12	2	-6	51	-0.3	0.5	-3	-1.4	-1.9	9
26	CC(C)(C)c1ccc(C(=O)NC(=S)NNC(=O)c2cccs2)cc1	10	-7	-94	5.1	-0.1	8	19*	2.2	-12
27	NS(=O)(=O)c1cccc(NC(=S)NCc2ccccc2)c1	4	-3	-31	0.9	1.5	1	1.1	1.3	-7
28	COc1cc(/C=N/NC(=O)c2cnn3c(C)cc(-c4ccccc4)nc23)ccc1O	5	-11	-20	-0.5	-0.5	0	0.1	-0.9	-129
29	Cc1ccccc1C(=O)Nc1ccc(-c2nc3ccc(C(=O)c4ccccc4)cc3[nH]2)cc1	0	1	-29	1.4	-1.2	-1	1.1	-1.9	-213
30	COc1cc2c(cc1/C=C/C(=O)O)OC(C)C2 (stereo not given)	2	6	5	-0.5	-0.5	-3	1.1	-1.7	i
31	Cc1sc2nc(C(C)(C)C)oc(=O)c2c1C	6	-12	15	-0.2	-0.1	-1	-1.1	-2.7	-17
32	CC(C)COc1ccc(C(=O)Nc2ccccc2[N+](=O)[O-])cc1	4	-5	20	0.5	-0.6	-1	1.4	-0.7	3
33	COc1ccc(CNC(=O)CCS(=O)(=O)Cc2ccc(C)cc2)c(OC)c1	5	3	-10	-0.9	1.7	-3	-2.8	1.0	9
34	O=C(Cn1cnc2cc([N+](=O)[O-])ccc2c1=O)N(Cc1ccccc1)C1CCS(=O)(=O)C1 (stereo not given)	-1	-9	-6	1.2	1.6	-3	0.4	0.4	1
35	O=C(CNC(=O)c1ccccc1)N/N=C/c1ccccc1Cl	0	-14	-49	0.2	0.1	0	-2.0	1.3	6
36	CNC(=O)C(Sc1ccccc1)c1ccccc1 (stereo not given)	3	-5	29	0.2	0.5	2	-1.3	-2.1	7
37	COc1ccccc1N1CCN(C(CNS(=O)(=O)c2cc(F)ccc2F)c2cccnc2)CC1 (stereo not given)	3	14	31	0.9	-1.0	-2	-0.4	1.7	-5
38	N#CC1=C(N)NC(SCC(=O)Nc2ccc(Br)cc2)=C(C#N)C12CCCCC2	3	-15	-45	-0.1	0.3	-2	-1.0	-3.0	-22
39	O=C(COC(=O)CCCOc1ccc(Cl)cc1Cl)NCc1ccccc1	5	-20	7	-0.8	0.8	1	-1.0	3.3	5
40	O=C(COC(=O)Cc1c(Cl)cccc1Cl)NCC1CCCO1 (stereo not given)	9	-12	10	-0.3	-0.5	3	-0.3	-0.7	20
41	CCn1ncc(Cl)c1C(=O)Nc1cc([N+](=O)[O-])ccc1OC	4	-1	17	0.8	0.4	-1	0.2	0.8	-6
42	O=C1CCc2nc3sc4c(c3c(=O)n2N1)CCCC4	3	-6	/	-0.3	0.5	-2	-1.5	-0.7	/
43	COc1ccccc1NC(=O)c1cc2cc(Br)ccc2cc1O	5	-1	-34	5.2	0.2	-2	13	0.2	-54
44	CCn1c(SCC(=O)N/N=C/c2ccccc2OCC(=O)O)nnc1-c1ccc(C(C)(C)C)cc1	1	4	7	-0.1	-1.2	0	0.1	0.4	-10
45	Cc1nc(CC(=O)c2ccc(O)c(C)c2O)cs1	0	11	-16	0.1	-0.2	4	2.9	-2.9	11
46	O=C1c2ccccc2CCC12N=NCC2c1ccc(Cl)cc1 (stereo not given)	-3	4	35	-1.1	0.3	-1	-2.0	0.1	5
47	O=C(N/N=C/c1cccnc1)c1cc2ccccc2o1	9	-10	-47	1.1	1.1	1	1.5	0.9	10
48	CCCC(=O)NCc1ccccc1Cl	3	-4	4	0.6	-0.1	4	1.0	0.1	46

Part of the list above, showing only TRPML3 ag:
#	SMILES	TRPML3 ag
43	COc1ccccc1NC(=O)c1cc2cc(Br)ccc2cc1O	5.2
44	CCn1c(SCC(=O)N/N=C/c2ccccc2OCC(=O)O)nnc1-c1ccc(C(C)(C)C)cc1	-0.1
45	Cc1nc(CC(=O)c2ccc(O)c(C)c2O)cs1	0.1

New compounds follow
no.	Structure	BaF3 parental	S1P4 antag	EP2 modulator	TRPML3 ag	PERK inh	Ba/F3 V617F tox	TRPN1 ag	S1P4 ag	Calpain2 inh
49	CN(C)C(=O)C1C2NC(=S)N(c3ccccc3)C1(C)Oc1ccccc12 (stereo not given)	2	3	6	-0.2	1.1	-2	-1.2	-1.9	-2
50	COC(=O)c1cccc(NC(=S)Nc2cccc(Cl)c2C)c1	7	-1	-8	0.4	1.3	-3	0.5	2.2	-31
51	Cc1cccc(NC(=O)CSc2nnnn2-c2ccc3c(c2)OCCO3)n1	6	-2	-83	0.2	0.2	-1	0.5	0.2	-16
52	CCOC(=O)/C=C1\Nc2ccccc2SC1=O	6	-1	0	-0.6	0.8	-2	-1.9	-0.8	-16
53	COc1ccccc1NC(=O)COC(=O)C12CC3CC(CC(Cl)(C3)C1)C2	8	-6	9	0.0	1.1	-4	-1.3	-0.3	62*
54	C/C=C(\C)C(=O)NCCN1C2=NC[C@H](Cc3ccc(O)cc3)N2C[C@@H]1Cc1ccc(OC)cc1	2	11	0	0.6	1.8	-4	-1.9	2.4	7
55	COc1ccc(SCC(=O)c2cc(C)c(OC(=S)N(C)C)c(C)c2)cc1	7	10	1	-0.5	-1.5	3	-0.6	1.7	-9
56	Cc1cc2c(=O)n(Cc3ccco3)c(SCC(=O)NCc3ccco3)nc2s1	3	-12	5	-0.5	-0.5	-2	-1.8	-2.7	-18
57	COc1ccc(C(=O)N2CCN=C2c2ccccc2)cc1OC	1	-10	3	0.4	-0.1	-2	0.9	1.9	32
58	CN(C)c1ccc(N2C(=O)CC(Sc3ccccc3C(=O)O)C2=O)cc1 (stereo not given)	1	-1	34	0.1	0.1	-1	0.7	11*	-4
59	CCCCCNC(=O)c1ccc2c(=O)n(CCOC)c(=O)[nH]c2c1	0	12	3	-0.5	0.4	-4	0.2	1.2	-75
60	COc1cccc(N2C(=O)CC(NNc3nc4ccccc4s3)C2=O)c1 (stereo not given)	-2	-1	-89	0.7	-0.8	0	3.9	-0.3	19
61	Cc1cc(C)c(S(=O)(=O)N2CCCCC2)c(C)c1N(C)S(=O)(=O)c1ccc(Cl)cc1	-1	2	14	0.2	0.9	-5	1.5	-4.2	8
